Screens as filed in PubChem.
HCMV antiviral: blocks human cytomegalovirus replication. HFF cells, HCMV-luciferase reporter, 72 h; active compounds read low. activity change, negative = inhibition, % at 57.5 µM. hit rate 4.5% among 410,000; in the data active = activity change below about -60%; inconclusive = no clear call, values can overlap the other calls; inactive = above about -39%
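After 16 h attachment at 37C, HFF cells received test compound and HCMV-luciferase (1 PFU/cell); reporter luminescence read 72 h later, data normalized against buffer-only and known inhibitor Salinomycin.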
FBPA Giardia inh: Giardia lamblia aldolase inhibition | A8B2U2 | purified Giardia FBPA | Potency, µM (series often up to 59.6 µM), without a hit: top-dose activity, negative = inhibition, actives largely listed as inhibitors | hit rate 0.71% among 290,000 | AID 2451; also: potency is read from the fitted curve at half-maximal effect; nearly all actives have a fitted effect of over 55% in size
Target sequence (A8B2U2 whole entry, looked up): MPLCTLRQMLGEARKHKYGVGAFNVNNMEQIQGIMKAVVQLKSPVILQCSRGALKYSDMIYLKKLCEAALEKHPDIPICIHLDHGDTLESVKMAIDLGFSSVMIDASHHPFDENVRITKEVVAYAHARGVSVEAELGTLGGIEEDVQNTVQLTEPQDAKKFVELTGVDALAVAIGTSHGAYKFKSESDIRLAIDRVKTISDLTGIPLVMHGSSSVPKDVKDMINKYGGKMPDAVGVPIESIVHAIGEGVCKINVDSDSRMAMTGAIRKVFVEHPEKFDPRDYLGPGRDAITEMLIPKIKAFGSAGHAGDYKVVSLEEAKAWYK
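40 nM FBPA preincubated 10 min at RT with compound (up to 57.5 uM final), then substrate plus GAPDH/TPI/NAD/arsenate coupling and diaphorase/resazurin added. Fluorescence read after 20 min at RT, 525/598 nm.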
Sm TGR inh: blocks Schistosoma mansoni thioredoxin glutathione reductase; purified TGR, DTNB reduction, TNB absorbance 405 nm; Potency, µM (highest dose often 114 µM), inactives show top-dose activity change, negative = inhibition, actives largely listed as inhibitors; hit rate 3% among 360,000; AID 485364; also: potency is read from the fitted curve at half-maximal effect; nearly all actives have a fitted effect of over 60% in size
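Kinetic colorimetric format: TGR-catalysed, NADPH-driven DTNB reduction monitored via TNB absorbance. Enzyme dispensed at 20 nM; compound exposure 15 min at room temperature before reaction start.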
AMA1-RON2 inh: inhibitors of Plasmodium falciparum AMA1-RON2 interaction. hit rate 0.2% among 360,000. AID 720542. Potency, µM (titrated, usually from 58.2 µM), inactives show at the top dose activity change, negative = inhibition, hits mostly inhibitors. AlphaScreen AMA1-biotinylated RON2 peptide binding;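 also: potency is read from the fitted curve at half-maximal effect; 0% = vehicle wells and -100% = peptide control; nearly all actives have a fitted effect of over 45% in size; some results filed as inactive show a strong effect at the top dose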
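AMA1 (3D7) with his tag at 25 nM final met compounds first, then biotinylated RON2 peptide at 25 nM; detection used donor plus acceptor beads, 10 µg/mL apiece, read by AlphaScreen after 30 min at room temperature.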
AmpC inh detg: AmpC beta-lactamase inhibition with detergent present; P00811; AmpC hydrolysis of nitrocefin, absorbance 480 nm, 0.01% Triton; Potency, µM (top dose mostly 114 µM), without a hit: at the highest dose activity change, negative = inhibition, hits mostly inhibitors; hit rate 0.041% among 370,000;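 also: potency is read from the fitted curve at half-maximal effect; 0% = no-compound wells and -100% = no-enzyme wells; nearly all actives have a fitted effect of over 25% in size; some results filed as inactive show a strong effect at the top dose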
Target sequence (P00811 whole entry, looked up): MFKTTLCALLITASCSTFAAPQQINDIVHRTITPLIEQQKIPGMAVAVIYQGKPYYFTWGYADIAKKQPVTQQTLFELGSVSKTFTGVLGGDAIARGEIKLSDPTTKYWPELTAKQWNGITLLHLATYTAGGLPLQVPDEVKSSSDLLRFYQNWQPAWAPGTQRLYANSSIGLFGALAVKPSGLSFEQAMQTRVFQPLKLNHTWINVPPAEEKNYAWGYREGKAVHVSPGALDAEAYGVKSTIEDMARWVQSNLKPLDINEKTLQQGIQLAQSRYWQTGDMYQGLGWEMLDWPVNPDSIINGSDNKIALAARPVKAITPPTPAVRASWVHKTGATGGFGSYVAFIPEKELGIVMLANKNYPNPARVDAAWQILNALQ
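20 mM phosphate pH 7.0 + 0.01% (detergent screen) or 0.0001% Triton X-100; 5.3 nM AmpC reagent; cpd preinc 15 min RT; nitrocefin (800 uM stock) to start; A480 q20 s × 4 min; Activity was normalised to no-enzyme and no-compound control wells.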
AmpC inh no detg: blocks E. coli AmpC beta-lactamase in detergent-free assay. P00811. AmpC nitrocefin hydrolysis, absorbance 480 nm, 0.0001% Triton. Potency, µM (top dose mostly 57.1 µM), for the others: at the highest dose activity change, negative = inhibition, hits mostly inhibitors. hit rate 0.52% among 330,000. AID 485341;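 also: potency is read from the fitted curve at half-maximal effect; plate controls were no compound for no effect and no enzyme for full effect; nearly all actives have a fitted effect of over 20% in size; some results filed as inactive show a strong effect at the top dose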
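20 mM phosphate pH 7.0 + 0.01% (detergent screen) or 0.0001% Triton X-100; 5.3 nM AmpC reagent; cpd preinc 15 min RT; nitrocefin (800 uM stock) to start; A480 q20 s × 4 min; Activity was normalised to no-enzyme and no-compound control wells.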
* = called active by the depositor; u = inconclusive; x = not tested or not shown; [ ] = another dose, or the depositor's remark. Unless noted, calls follow the shape of the dose curve; as a rule, active = well fitted curve in the direction sought with a large enough effect; inconclusive = small, poorly fitted or top-dose-only effect, or another doubt; inactive = no such curve, though single readings can be large; an effect the other way counts as inactive or inconclusive. Unless noted, % is scaled to controls: 0 for no effect and ±100 for the full control effect.

| structure | HCMV antiviral | FBPA Giardia inh | Sm TGR inh | AMA1-RON2 inh | AmpC inh detg | AmpC inh no detg |
| --- | --- | --- | --- | --- | --- | --- |
| O=S(=O)(Nc1ccc(S(=O)(=O)N2CCOCC2)cc1)c1ccccc1 | 19.4 | 8.4% | 1.6% | 1.4% | 3.7% | -18.1% |
| CCOC(=O)N1CCN(CC(O)COc2ccc(-c3ccccc3)cc2)CC1 (stereo not drawn) | 0.0 | -27.6% | 1.0% | -3.9% | u | 132.9%[activator] |
| CCc1noc(C)c1C(=O)Nc1cccc(S(=O)(=O)N(C)c2ccccc2)c1 | -26.4 | x | -5.4% | -6.3% | u | -25.0% |
| Cc1cn(C2OC(COC(=O)c3ccccc3)C(O)C2O)c(=O)[nH]c1=O (stereo not drawn) | -23.6 | -0.5% | 2.7% | 7.4% | -6.6% | 0.5% |
| O=C(CN1C(=O)NC2(CCCCC2)C1=O)Nc1cc(C(F)(F)F)ccc1N1CCCCC1 | u | x | -8.7% | 1.0% | -0.6% | -1.7% |
| Cn1cccc1Cc1nnc(SCC(=O)NCc2ccco2)n1CCc1ccccc1 | 9.6 | 0.0% | 50.1µM* | 8.0% | -0.3% | 54.1% |
| CC1=CCC(C(=O)O)C(C(=O)O)C1 (stereo not drawn) | 30.1 | 10.9% | 6.1% | -4.1% | -12.5% | -9.5% |
| COc1ccc(OC)c(C2C(C(=O)Nc3ccc(F)cc3)=C(C)Nc3nc(CCCO)nn32)c1 (stereo not drawn) | 7.9 | u | 3.1% | 12.0% | -3.2% | 8.91µM* |
| CCc1ccc(NC(=O)CN2C(=O)C3(SCC(=O)N3c3ccc(F)c(F)c3)c3ccccc32)cc1 (stereo not drawn) | u | x | -8.1% | x | 1.1% | x |
| CC(C)CN(C(=O)CSc1n[nH]c(-c2cccs2)n1)C1CCS(=O)(=O)C1 (stereo not drawn) | u | x | -13.1% | 21.5%[11.6 µM] | -15.1% | -24.8% |
| Cc1ccc(N/N=C2\CC(=O)c3ccccc32)cc1Cl | x | u | u | x | 3.8% | -52.9% |
| COc1cc(/C=C2\C(=N)N3N=C(S(C)(=O)=O)SC3=NC2=O)cc(OC)c1OCCOc1ccccc1C | u | 6.0% | -0.8% | 6.6% | 0.1% | -27.8% |
| CCCCCC(=O)Cc1cc(O)cc2c1C(=O)Oc1cc(O)c(C(=O)O)c(CCCCC)c1O2 | x | u | 35.5µM* | -8.2% | -1.5% | -44.8% |
| c1ccc(-c2cc(N3CCCCC3)nc(-c3ccccc3)n2)cc1 | 3.4 | -0.5% | -4.7% | -2.7% | -1.0% | -12.5% |
| O=C(CNC(=O)c1ccccc1)NCC(O)c1ccc([N+](=O)[O-])cc1 (stereo not drawn) | -12.6 | 3.4% | 10.5% | -17.4% | -0.3% | -6.6% |
| COc1ccc(/C=N/NC(=O)c2ccccc2O)cc1Cn1cc(Cl)cn1 | -12.3 | 3.6% | 14.4% | 32.1%[activator] | u | -49.2% |
| CCOP(=O)(OCC)c1nc(-c2ccc(C)cc2)oc1NCc1ccccc1 | -60.6* | 0.7% | 1.1% | 0.5% | u | 182.3%[activator] |
| O=C(NNc1c2ccccc2nc2ccccc12)c1cc2ccccc2cc1O | u | -4.8% | -1.3% | 8.9%[11.6 µM] | 2.0% | -19.8% |
| COc1ccc(C(C)=O)cc1COC(=O)c1ccc(OCc2c(C)noc2C)cc1 | 19.7 | 0.9% | 0.0% | 7.7% | u | 0.8% |
| CCCc1cc2c(cc1NC(=O)c1ccccc1Cl)OCO2 | -6.2 | x | 12.7% | 3.6% | -0.4% | -18.3% |
| Cc1ccc2cc(C)c3nnc(SCC(=O)c4cccs4)n3c2c1C | -13.4 | 0.7% | -17.9% | -9.5% | u | 71.0%[activator] |
| CCOC(=O)C1=C(C)N=C2SC(C)C(=O)N2C1c1ccc(OC(C)=O)c(OCC)c1 (stereo not drawn) | x | -8.8% | -17.1% | x | u | 65.1%[activator] |
| CCCCNC(=O)CSc1nc2ccccc2c(=O)n1CCNC(C)=O | -19.8 | -2.5% | 2.0% | -4.3% | 0.8% | -4.8% |
| CCc1ccccc1N1CC(C(=O)Nc2cc(C)on2)CC1=O (stereo not drawn) | 3.4 | 6.1% | -4.8% | -12.7% | -9.8% | -4.4% |
| COc1ccccc1CNC(=O)C1CCN(C(=O)NC2CCCCC2)CC1 | -9.1 | 4.7% | -10.4% | -1.1% | 1.5% | -5.2% |
| COc1ccc(C(=O)N2c3nc(-c4ccco4)nn3C3(CCCCC3)[C@@H]3CCCC[C@@H]32)cc1OC | -11.7 | x | 11.2µM* | x | 10.0% | x |
| Cc1ccc(N2C(=O)c3ccccc3NC2(C(=O)O)c2ccccc2)cc1Cl (stereo not drawn) | -98.4* | 13.7% | -5.2% | 5.7% | 1.6% | -32.0% |
| C/C(=N\NC(=O)c1cccc(S(=O)(=O)N2CCCC2)c1)c1ccc(OCC(=O)N(C)C)cc1 | -21.5 | x | -0.1% | -2.0% | -20.1% | -10.8% |
| CSc1cccc(NS(=O)(=O)c2ccccc2)c1 | 1.7 | -25.0% | -3.8% | -19.2% | -5.3% | -20.0% |
| Cc1ccc(Cc2c(C)nc3nc(SCC(=O)NCCCN4CCOCC4)nn3c2C)cc1 | -14.8 | 6.3% | -3.5% | -3.2% | 9.6% | 78.8%[activator] |
| CCOC(=O)c1[nH]c(C)c(/C(O)=C2\C(=O)C(=O)N(CCN3CCOCC3)C2c2ccco2)c1C (stereo not drawn) | u | -20.4% | x | 8.0% | -1.4% | -10.7% |
| Cc1ccc(-c2ccc(/C=C3\SC(N4CCOCC4)=NC3=O)o2)cc1 | -4.1 | -17.4% | u | 4.6% | -2.8% | 129.1%[activator] |
| Cc1ccc(/C=C2\SC(=S)N(CCC(=O)NNC(=O)c3cccc(O)c3)C2=O)cc1 | -32.8 | x | -16.9% | 87.3%[activator] | 1.2% | u |
| COCCNC(=O)CN(C(=O)CCC(=O)Nc1ccccn1)c1ccc(C)cc1C | -2.6 | 2.8% | 1.6% | -3.9% | u | 19.1% |
| O=[N+]([O-])c1cccc2c(S(=O)(=O)N3CCOCC3)cccc12 | 72.4 | -15.3% | -6.3% | 22.9% | -0.4% | -0.3% |
| CCn1c(CNS(=O)(=O)c2ccc(Cl)cc2)n[nH]c1=S | u | -13.9% | x | 42.7%[activator] | 0.9% | -6.5% |
| O=C(CN1C(=O)/C(=C/c2ccccc2F)Sc2ccccc21)NCC1CCCO1 (stereo not drawn) | -1.8 | x | -0.2% | 5.0% | -3.3% | 140.6%[activator] |
| CCOC(=O)C1=CCN(Cc2ccccc2)CC1 | -12.0 | u | 5.0% | -1.0% | -0.6% | -1.8% |
| CC(C)N(C(=O)CSc1nnc(NC(=O)C2CCC2)s1)C(C)C | 10.8 | -0.6% | 0.8% | -4.6% | 1.0% | 4.6% |
| COCc1cc(C)nc(SCc2ccccc2Cl)c1C#N | u | 1.4% | 14.3% | 80.0%[activator] | 2.1% | -13.6% |
| CC1CN(S(=O)(=O)c2cccc(C(=O)NCc3ccccn3)c2)CC(C)O1 (stereo not drawn) | -24.3 | x | x | 4.6% | x | 9.4% |
| CC1CN(C(=O)CCC(=O)NCc2ccccc2)c2ccccc2S1 (stereo not drawn) | -9.8 | 19.7% | -14.4% | -6.4% | -13.6% | 29.1% |
| COc1ccc(CNc2nc3ccccc3n2CCN2CCCCC2)cc1 | -6.8 | -0.4% | -3.7% | 0.2% | u | 18.8%[2.29 µM] |
| Cn1c(=S)n(/N=C/c2cccs2)c2ccccc21 | 29.1 | -6.4% | -8.0% | -24.6% | -6.7% | -24.7% |
| O=[N+]([O-])c1ccc(S(=O)(=O)Nc2nc(-c3ccccc3)cs2)cc1 | 2.0 | u | -6.3% | 0.0% | -18.3% | -49.4% |
| COC(=O)c1ccc(Cn2nnc3c(=O)[nH]c(C4CCN(S(=O)(=O)c5ccc(F)cc5)CC4)nc32)cc1 | 1.1 | x | -6.3% | -0.9% | -2.7% | 88.0%[activator] |
| CN1CCN(c2oc(-c3ccccc3F)nc2S(=O)(=O)c2ccc(Cl)cc2)CC1 | x | x | -9.1% | -24.3% | 0.9% | 113.7%[activator] |
| O=C1CCC(C(=O)OCc2nnc(-c3ccc(Cl)cc3)o2)=NN1 | -35.5 | x | 0.0% | 18.9% | -0.4% | -26.7% |
| N#Cc1c(NC(=O)/C=C/c2ccco2)sc2c1CCCC2 | u | -5.9% | 20µM* | -0.9% | -15.0% | -33.8% |
| Cc1nc2ccsc2c(=O)n1-c1ccc(Cl)cc1 | -20.7 | -3.5% | -1.4% | u | -12.5% | -36.7% |

Additional records follow:
| structure | HCMV antiviral | FBPA Giardia inh | Sm TGR inh | AMA1-RON2 inh | AmpC inh detg | AmpC inh no detg |
| --- | --- | --- | --- | --- | --- | --- |
| COc1cc2[nH]c3c(=O)n(CCN(C(C)C)C(C)C)cnc3c2cc1OC | 41.2 | -4.7% | 0.0% | -13.6% | 0.0% | -22.3% |
| CCOC(=O)C(=N/O)/C(C)=N/NC(C)=O | -22.9 | -11.7% | -0.9% | 76.2%[activator] | 1.7% | -1.7% |
| Nc1nc(SCc2nc3sc4c(c3c(=O)[nH]2)CCCC4)n[nH]1 | -4.6 | -2.8% | 8.2% | 36.6%[activator] | u | -37.4% |
| CC(C)Oc1nc(-c2ccc(Cl)cc2)nc2ccccc12 | 31.0 | 0.6% | 0.6% | 8.1% | 8.6% | -26.2% |
| O=C(NN=C1CCCC1)c1cc(Br)ccc1O | 10.6 | -14.9% | 1.1% | 54.9%[activator] | u | 7.94µM* |
| N#Cc1ccc(OCC(O)CN2CCN(C(c3ccccc3)c3ccccc3)CC2)cc1 (stereo not drawn) | 1.0 | 6.6% | 5.1% | -13.9% | 1.0% | 41.3% |
| COc1ccc([C@@H]2CC=C(C(=O)O)[C@H](c3ccccc3)N2S(=O)(=O)c2ccc(C)cc2)cc1OC | 8.9 | x | -19.6% | -1.2% | -11.8% | -19.2% |
| COc1cccc(/C=N/NC(=O)c2cccc3ccccc23)c1 | -3.8 | -10.6% | -26.1% | 0.0% | u | -31.1% |

Taken from the listing (5 entries):
| structure | HCMV antiviral | FBPA Giardia inh | Sm TGR inh | AMA1-RON2 inh | AmpC inh detg | AmpC inh no detg |
| --- | --- | --- | --- | --- | --- | --- |
| COc1cc2[nH]c3c(=O)n(CCN(C(C)C)C(C)C)cnc3c2cc1OC | 41.2 | -4.7% | 0.0% | -13.6% | 0.0% | -22.3% |
| CCOC(=O)C(=N/O)/C(C)=N/NC(C)=O | -22.9 | -11.7% | -0.9% | 76.2%[activator] | 1.7% | -1.7% |
| Nc1nc(SCc2nc3sc4c(c3c(=O)[nH]2)CCCC4)n[nH]1 | -4.6 | -2.8% | 8.2% | 36.6%[activator] | u | -37.4% |
| CC(C)Oc1nc(-c2ccc(Cl)cc2)nc2ccccc12 | 31.0 | 0.6% | 0.6% | 8.1% | 8.6% | -26.2% |
| O=C(NN=C1CCCC1)c1cc(Br)ccc1O | 10.6 | -14.9% | 1.1% | 54.9%[activator] | u | 7.94µM* |
